Screens deposited in PubChem BioAssay by several laboratories.
MazF activator – activators of E. coli MazEF toxin-antitoxin RNase, primary screen, biochemical, fluorescence, uHTS | Endoribonuclease toxin MazF (Escherichia coli (strain K12)), P0AE70 | FAM/BHQ RNA-DNA oligo cleavage fluorescence, 5 h | activation, % at 20 µM | 350,000 compounds, 0.32% hits | AID 504720, 2011; in the data active = activation above about 50%
Target sequence (P0AE70 whole entry, looked up): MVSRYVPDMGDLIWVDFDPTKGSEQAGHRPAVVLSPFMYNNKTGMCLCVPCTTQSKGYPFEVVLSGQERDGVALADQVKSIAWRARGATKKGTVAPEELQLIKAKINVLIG
SARS 3CLpro inh – SARS-CoV 3CLpro protease inhibitors, primary screen, biochemical, quenched FRET; Replicase polyprotein 1ab (Severe acute respiratory syndrome coronavirus), P0C6X7; recombinant SARS-CoV 3CLpro, quenched FRET peptide cleavage; inhibition, % at 6 µM; 290,000 compounds, 0.14% hits; AID 1706, 2009; in the data active = inhibition above about 12%
BoNT F protease – BoNT/F light chain protease inhibitors, primary screen, biochemical, flow cytometry, MLPCN library | Multiplex microsphere protease cleavage assay | inhibition, % at 10 µM | 360,000 compounds, 0.22% hits; in the data active = inhibition above about 35%, passing the limit was not always enough; inconclusive = no clear call, values can overlap the other calls; note: plate controls were buffer without enzyme for full effect and enzyme alone for no effect
Rv3671c inh – Rv3671c serine protease inhibitors, primary screen, biochemical, fluorescence polarization, M. tuberculosis H37Rv; P9WHR9; inhibition, % at 5.96 µM; 320,000 compounds, 0.048% hits; AID 2606, 2010; in the data active = inhibition above about 38%;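 note: extracellular domain of Rv3671c used as enzyme; 0% = enzyme with DMSO and 100% = no enzyme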
Target sequence (P9WHR9 whole entry, looked up, the tested form may be a part): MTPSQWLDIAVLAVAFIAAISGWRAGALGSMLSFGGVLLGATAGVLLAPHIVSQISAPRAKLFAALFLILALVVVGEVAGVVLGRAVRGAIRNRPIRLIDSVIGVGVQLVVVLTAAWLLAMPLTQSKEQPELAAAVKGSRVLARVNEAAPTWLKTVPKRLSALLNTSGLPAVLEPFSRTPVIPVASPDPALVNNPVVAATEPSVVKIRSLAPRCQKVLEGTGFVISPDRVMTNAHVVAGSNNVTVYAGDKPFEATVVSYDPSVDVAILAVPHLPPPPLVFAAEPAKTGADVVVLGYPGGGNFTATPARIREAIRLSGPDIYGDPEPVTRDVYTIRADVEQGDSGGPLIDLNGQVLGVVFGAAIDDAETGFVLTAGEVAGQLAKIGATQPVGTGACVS
DUSP3 inh – VHR1 phosphatase inhibitors, primary screen, biochemical, absorbance, uHTS. recombinant VHR phosphatase, pNPP absorbance. inhibition, % at 13.3 µM. 290,000 compounds, 0.52% hits. AID 1654, 2009; in the data active = inhibition above about 50%; note: some compounds called inactive have numbers as strong as hits
Target sequence (P51452 whole entry, looked up): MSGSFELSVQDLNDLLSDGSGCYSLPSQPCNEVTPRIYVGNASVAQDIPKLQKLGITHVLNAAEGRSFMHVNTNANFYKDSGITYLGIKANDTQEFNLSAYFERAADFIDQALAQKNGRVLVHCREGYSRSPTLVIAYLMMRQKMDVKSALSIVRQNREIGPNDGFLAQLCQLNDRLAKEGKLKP
BoNT A protease – BoNT/A light chain protease inhibitors, primary screen, biochemical, flow cytometry, MLPCN library; AID 588499, 2011; 360,000 compounds, 0.17% hits; multiplex microsphere protease substrate cleavage; inhibition, % at 10 µM; note: plate controls were buffer without enzyme for full effect and enzyme alone for no effect
SSB-PriA inh – inhibitors of Klebsiella pneumoniae PriA binding to SSB C-terminal tail, primary screen, biochemical, AlphaScreen. 430,000 compounds, 0.6% hits. inhibition, % at 33 µM. AlphaScreen SSBct-PriA binding, biotinylated peptide. PriA–SSB C-terminal tail interaction (Klebsiella pneumoniae); in the data active = inhibition mostly above about 37%, no sharp cut-off; inactive = mostly below about 20%;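 note: plate controls were negative control peptide for no effect and reference peptide for full effect; strong numbers were not always called active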
CCHFV vOTU inh – CCHFV vOTU protease inhibitors, primary screen, biochemical, Pep-AMC substrate, fluorescence. inhibition, % at 11.5 µM. Crimean-Congo hemorrhagic fever virus L polyprotein viral ovarian tumor (vOTU) protease …. 370,000 compounds, 0.55% hits. AID 651958, 2012; in the data active = inhibition above about 30%; note: 0% = vehicle wells with enzyme and 100% = no enzyme wells
Anthrax LF prot – Bacillus anthracis LF protease inhibitors, primary screen, biochemical, multiplex microsphere, MLPCN library; Lethal factor (Bacillus anthracis), P15917; multiplex microsphere protease cleavage assay; inhibition, % at 10 µM; 360,000 compounds, 0.12% hits; AID 588501, 2011; note: plate controls were buffer without enzyme for full effect and enzyme alone for no effect
PrPC TRFRET – inhibitors of human cell surface prion protein PrPC, primary screen, cell-based, TR-FRET; TR-FRET read-out; inhibition, % at 13.8 µM; 370,000 compounds, 0.43% hits; in the data active = inhibition above about 24%; note: 0% = median of the test wells and 100% = reference compound wells
An asterisk follows results filed as active; ? = inconclusive; nt = not tested or not shown; & = joins results of further samples. Cut-off read from the data, not from the text of the source, unless noted: active = inhibition above about 30%; inconclusive = no clear call, values can overlap the other calls; inactive = below that.

SMILES	MazF activator	SARS 3CLpro inh	BoNT F protease	Rv3671c inh	DUSP3 inh	BoNT A protease	SSB-PriA inh	CCHFV vOTU inh	Anthrax LF prot	PrPC TRFRET
O=C(OCC(=O)N1CCC(Cc2ccccc2)CC1)c1ccc(CO)cc1	-2	nt	-8	-4	nt	0.5	2	4	-7	-1
COc1cccc(NC(=O)CSc2nnc(Cn3cnc([N+](=O)[O-])n3)n2C)c1	-4	2	-10	12	-26	-2.1	0	-17	-3	-19
CC(=NCCN1CCNCC1)C1=C(O)CC(C)(C)CC1=O	-10	-1	2	5	15	0.0	-5	-13	-2	-2
CCOC(=O)C(C)Sc1nnc2n1C(C)(C)Cc1ccccc1-2 (centres undefined)	-6	-3	-9	3	0	?	-4	4	-4	3
CCN(CC)c1nc(Nc2ccc(Cl)cc2)nc(OCC#N)n1	26	4	-20	-11	13	-0.9	-20	15	0	5
COc1ccc(OC)c(CC(NC(C)=O)C(=O)NC2CCN(c3cc(C)nc4ncnn34)CC2)c1 (centres undefined)	nt	5	nt	4	8	nt	nt	4	nt	0
Cc1ccc(C(=O)O/N=C(\N)c2nonc2N)cc1	0	-1	-2	-6	-22	0.4	nt	4	-3	0
N#Cc1ncc(Cl)c2ccccc12	2	2	?	-1	4	?	0	-3	5	-6
O=C(CCSc1ccccn1)Nc1ccc(Br)cc1	-3	-2	47*	4	-5	4.4	-3	9	0	9
COc1c(Cl)ccc(Cl)c1C(=O)NC(=S)N1CCOCC1	3	0	-2	-4	23	-0.9	-8	12	0	-5
O=C(Nc1nc2c(F)c(F)c(F)cc2s1)c1ccco1	-4	-1	3	-5	21	-1.2	-5	0	-2	6
CCOC(=O)c1ccc(NC(=O)Oc2ccccc2)cc1	9	2	4	-4	32	3.2	-12	-4	-6	10
NC(=O)c1nsc(C(=O)N(CC(=O)NC2CCCC2)c2cccc(C(F)(F)F)c2)c1N	-28	-3	3	-9	42	-3.2	3	7	-3	-4
COc1ccc2[nH]c(=O)c(C(c3nnnn3C3CCCC3)N(C)C3CCCCC3)cc2c1 (centres undefined)	-15	4	-4	-1	10	?	-9	-20	-3	5
Cc1ccccc1-n1c([C@@H]2C[C@H]2c2ccccc2)n[nH]c1=S	2	0	?	-2	1	2.5	-6	3	-9	-2
O=C(COC(=O)c1c2c(nc3ccccc13)CCCC2)Nc1ccc2c(c1)OCO2	6	3	-9	-12	22	0.6	4	-7	1	14
Cc1c(NC(=O)c2c([N+](=O)[O-])cnn2C)c(=O)n(-c2ccccc2)n1C	8	-2	-13	2	18	-5.5	-2	3	-2	2
Cc1ccc(Nc2nc(NCC3CCCO3)nc(N)c2[N+](=O)[O-])cc1 (centres undefined)	-20	-6	11	-6	0	0.5	-1	0	2	-6
CCn1cc(C(=O)O)c(=O)c2cc(F)c(N3CCN(C(=S)NC(=O)c4cccc(C)c4)CC3)cc21	4	2	-6	-9	2	-1.9	-4	-9	-4	0
CC1CCc2sc(C(=O)NN)cc2C1 (centres undefined)	4	8	0	-1	4	0.7	-16	5	-6	2
Cc1cc2oc(C(=O)Nc3c(C)n(C)n(-c4ccccc4)c3=O)c(C)c2cc1Cl	0	0	-2	-6	-14	0.0	-16	8	1	-13
S=C(NCCc1ccccc1)N1CCC2CC1c1cc(-c3ccc4c(c3)OCO4)ccc12 (centres undefined)	nt	nt	-3	nt	nt	-0.3	nt	-6	-4	5
COC(=O)c1sc2nc(SCc3cccc(Cl)c3)n(N)c(=O)c2c1C	-9	-3	1	-5	34	0.2	11	13	1	6
O=C(/C=C/c1cccc([N+](=O)[O-])c1)N1CCN(Cc2ccccc2)CC1	3	3	-18	3	22	-0.4	-13	-9	15	-14
Cc1nc(SCC(=O)NC2CC2)c2c(C)c(C)sc2n1	6	2	-8	3	12	1.2	1	11	2	8

Overlap with the part before: 2 compounds; new compounds follow.
SMILES	MazF activator	SARS 3CLpro inh	BoNT F protease	Rv3671c inh	DUSP3 inh	BoNT A protease	SSB-PriA inh	CCHFV vOTU inh	Anthrax LF prot	PrPC TRFRET
O=C(/C=C/c1cccc([N+](=O)[O-])c1)N1CCN(Cc2ccccc2)CC1	3	3	-18	3	22	-0.4	-13	-9	15	-14
Cc1nc(SCC(=O)NC2CC2)c2c(C)c(C)sc2n1	6	2	-8	3	12	1.2	1	11	2	8
CC(=O)Nc1ccc(N=Nc2ccc(O)cc2)cc1	-6	3	-2	-4	12	-0.7	17	-2	-1	-4
CN1/C(=C/C(=O)c2cccs2)Sc2ccccc21	nt	5	-1	4	39	1.4	nt	-7	6	-19
Cc1ccc(/C=C/c2ccc(N(C)C)cc2)[n+](C)c1	-284	-2	?	-26	nt	-5.4	-2	4	0	-6
COc1ccc(OCC(=O)Nc2ccc(N3CCOCC3)c(Cl)c2)cc1	6	-3	-8	1	13	-0.3	-13	7	-3	6
Cc1ccc(NC(=O)Nc2ccc(F)cc2)nc1	2	2	6	-6	6	-0.2	-8	18	-3	6
CC(C)n1cnc2c(NCc3ccccc3)cc(Cc3ccc(F)cc3)cc21	-6	nt	-10	16	nt	0.1	-4	24	-12	4
CCC1C(=O)NCCN1C(=O)c1ccc2nc(Cc3cccc(Cl)c3)oc2c1 (centres undefined)	2	1	6	-2	27	-0.3	0	4	-4	1
O=C(C(Br)=Cc1ccccc1)c1ccccc1	5	nt	-4	nt	nt	-0.3	-2	3	-2	8
O=C(Nc1ccc2c(c1)nc1n2CCOC1)c1ccco1	7	-7	-4	-11	14	-0.7	-16	1	-3	-3
CCOc1ccccc1N1CCN(C(=O)c2cc(-c3cc(OC)ccc3OC)nc3ccccc23)CC1	-2	3	-16	0	-14	-8.4	3	-5	2	-3
Cc1ccc(S(=O)(=O)[N-]c2nc3ccccc3nc2-n2cc[n+](CCC(C)C)c2)cc1	-2	-3	-1	0	-14	4.1	0	-7	-6	2
Cc1nnsc1SCCNC(=O)c1ccc(F)cc1	13	1	-3	-2	13	0.1	0	11	-2	5
O=C(O)CSCCc1ccccn1	1	-1	5	-5	30	1.4	0	-3	-1	-4
COCCn1c(=O)[nH]c(=O)c2c1nc(-c1cc(Br)c3c(c1)OCO3)n2Cc1ccccc1	4	-2	-3	4	6	-0.2	-4	13	-1	5
COc1ccc(C(CNC(=O)C(C)c2ccc3cc(OC)ccc3c2)N(C)C)cc1 (centres undefined)	8	-4	7	0	-7	-1.7	4	-6	-6	-1
Cc1cc(C(=O)N2CCCC(N3CCN(c4ccc(F)cc4)CC3)C2)c(C)o1 (centres undefined)	-4	6	-3	-2	-15	-0.8	15	-4	-3	-4
Cc1ccc(C)c(NC(=O)COC(=O)CCNC(=O)c2ccco2)c1	6	nt	-14	-4	nt	-1.0	1	-3	-6	-5
O=S(=O)(Nc1nc2ccccc2nc1Cl)c1cccc(C(F)(F)F)c1	-12	-6	-13	-10	14	-3.5	-20	11	-6	5
O=C(CCCSc1nc2ccccc2[nH]1)NCc1ccccc1	3	-2	-7	3	17	-0.5	-4	-1	-4	1
Cc1nc(-c2ccccc2)sc1C(=O)Nc1ccccc1F	-2	-2	-1	4	-12	1.4	-9	23	-16	8
O=C1/C(=C\c2ccc(O)cc2)SC(=S)N1/N=C/c1ccc(O)cc1	-392	-1	-12	-46	-3	2.6	nt	7	-3	7
O=C(c1cccnc1)N1CCN(Cc2ccccc2Br)CC1	-1	10	-1	-4	31	-0.2	3	-7	-2	4
COc1ccc(S(=O)(=O)N2CCOCC2)cc1C(=O)N(C)Cc1ccccc1F	10	nt	-8	0	nt	-1.1	1	-1	1	1
Cc1cccn2c(=O)c3cc(C#N)c(=N)n(CCCN4CCOCC4)c3nc12	14	-8	-2	-7	nt	0.2	16	-81	-6	-19
Cc1cccn2c(CN(C)CC3Cc4ccccc4O3)c(C(=O)N3CCCCC3)nc12 (centres undefined)	-1	3	1	0	8	-0.3	-8	4	-3	-3

Limited to MazF activator, Rv3671c inh and SSB-PriA inh (two entries from above):
smiles	MazF activator	Rv3671c inh	SSB-PriA inh
CCn1cc(C(=O)O)c(=O)c2cc(F)c(N3CCN(C(=S)NC(=O)c4cccc(C)c4)CC3)cc21	4	-9	-4
O=C(C(Br)=Cc1ccccc1)c1ccccc1	5	nt	-2

Additional records:
SMILES	MazF activator	SARS 3CLpro inh	BoNT F protease	Rv3671c inh	DUSP3 inh	BoNT A protease	SSB-PriA inh	CCHFV vOTU inh	Anthrax LF prot	PrPC TRFRET
CC(C)(C)c1ccc(C(=O)NCC(=O)OCc2ccc([N+](=O)[O-])cc2)cc1	0	0	-7	-6	22	-1.0	-5	-7	-1	-6
NS(=O)(=O)c1ccc(NN=C2CCN(Cc3ccccc3)CC2)c([N+](=O)[O-])c1	-1	-6	2	2	-3	-0.5	7	-2	-6	4
O=C1NC[C@H](c2ccccc2)N(CCCCC2CCCCC2)C1=O	nt	nt	6	nt	nt	0.1	nt	21	-1	6
Cc1ccc(Nc2nc(Cl)nc(N(C)C#N)n2)cc1	-6	4	0	-2	41	0.7	12	6	0	-2
O=C(Cn1cnc2c(nnn2-c2ccc(F)cc2)c1=O)NCc1ccco1	3	2	0	1	13	-0.2	-16&-12	nt	-1	nt
CC(C)(C)C(=O)Nc1nc2ccc(S(C)(=O)=O)cc2s1	2	-1	2	-2	18	-0.2	9	-9	0	-2
CC(=O)Nc1ccc(NC(=O)COc2ccccc2C(=O)Nc2cccc(Cl)c2Cl)cc1	43	2	-2	nt	-7	-0.1	0	2	0	-2
O=C(CNC(=O)Cc1ccccc1)NCC(=O)OCC(=O)c1ccccc1Cl	-3	-1	6	-10	-8	-0.2	7	-13	-2	-2
COc1ccc(CNC(=O)C2CCN(c3nc(OC)nc(OC)n3)CC2)cc1	-3	0	-23	4	34	-3.0	-3	5	-6	3
CCC(=O)c1ccc(N2CCN(C(=O)c3ccc(Br)cc3)CC2)c(F)c1	21	-1	-13	-2	-11	-1.2	0	22	0	0
N#C/C(=C(/O)c1ccccc1F)c1nc2cc(C(F)(F)F)ccc2s1	-9	3	-6	2	0	0.0	4	10	-2	2
CC(C)c1nnc(NC(=O)CCC(=O)N2CCC(Cc3ccccc3)CC2)s1	6	-1	-2	-1	18	-0.2	0	1	-3	-2
CCCCN1CCNC[C@H]1Cc1ccc(O)cc1	1	nt	-10	0	nt	-0.5	0	-7	-5	-3
CCOC(=O)C(C)CC(C)C(=O)N1CCOCCN(C(=O)C(C)CC(C)C(=O)OCC)CCOCC1 (centres undefined)	2	1	4	-11	24	1.6	-3	-18	13	-2
CCOC(=O)c1c(C)[nH]c(C(=O)N2CCCC(C(=O)c3ccccc3OC)C2)c1C (centres undefined)	11	1	0	-2	17	-1.4	2	8	0	0
O=C(O)c1cc(-c2ccc(/C=C3\NC(=O)N(c4ccccc4)C3=O)o2)ccc1Cl	-13	2	-7	-4	-15	-0.5	-19	8	3	10
O=C(CNCCO)Nc1ccc(F)c(Cl)c1	0	6	-5	-3	28	-0.5	-2	-17	-3	2
CC(=O)c1ccc(S(=O)(=O)NCC(=O)NC(c2nc3ccccc3[nH]2)C(C)C)cc1 (centres undefined)	-2	nt	-12	-10	nt	-0.1	3	-8	-4	9
Cc1ccc(C)n1-n1cnc2sc3c(c2c1=O)CCCCC3	-3	-2	-17	1	15	-1.5	-9	2	-3	2
Cc1ccccc1Nc1nnc(SCC(=O)NC2CCCc3ccccc32)s1 (centres undefined)	-3	1	-3	-3	26	-0.1	-12	17	1	0
C=CCn1c(N)c(C(=O)OC(C)(C)C)c2nc3ccccc3nc21	12	2	1	nt	12	3.6	-20	-235	1	-4

A portion of the library; the hit share may differ from the screen's.
